Mm-Cpn inhibitor: M. maripaludis TRiC chaperonin inhibition; purified Mm-Cpn ATPase, ADP Transcreener TR-FRET; 330,000 compounds, 0.031% hits; AID 504842; Potency, µM (doses to about 76.9 µM), for inactives: top-dose activity, negative = inhibition, actives largely listed as inhibitors; further: potency means the concentration at half of the fitted maximal effect; on the % scale 0 is the no-effect control and ±100 the full control effect; nearly all actives have a fitted effect of over 80% in size
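ATPase read-out: TR-FRET ADP immunoassay (anti-ADP Eu cryptate vs ADP-d2), ex 320 nm, em 590/665 nm; signal drops as ADP forms. Enzyme 25 nM, ATP 10 uM, 30 min at 37°C after 10 min compound preincubation.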
HEK293 tox: cytotoxicity in counter-screen for GLP-1R inverse agonists; HEK293 cAMP-luciferase reporter cells, luminescence, 24 h; Potency, µM (top dose mostly 38.3 µM), for the others: at the highest dose activity change, negative = inhibition, actives largely listed as inhibitors; 410,000 compounds, 0.13% hits;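 further: loss of luciferase light is scored as toxicity; potency means the concentration at half of the fitted maximal effect; on the % scale 0 is the no-effect control and ±100 the full control effect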
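Luminescence readout: signal drop marks cytotoxicity. Plated cells grew 12 h at 37 °C, 5% CO2, received 23 nL compound for 24 h, then got luciferase reagent, read after 12 min at RT.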
FUS yeast rescue: suppressors of FUS proteinopathy in yeast. S. cerevisiae FUS-expressing, growth rescue, OD600, 24 h. Potency, µM (highest dose often 76.6 µM), for inactives: at the top dose growth rescue (activation), most hits filed as activators. 390,000 compounds, 0.24% hits. AID 1347120;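 further: potency means the concentration at half of the fitted maximal effect; plate controls were DMSO vehicle for no effect and reference control for full effect; nearly all actives have a fitted effect of over 55% in size; some results filed as inactive show a strong effect at the top dose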
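Compound concentration series was pinned onto galactose-induced FUS-expressing yeast seeded at OD 0.005. Plates sat 24hr at 30C; absorbance at 600 nm gave growth. DMSO served as background control.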
TDP43 rescue: TDP-43 toxicity inhibition in yeast; Potency, µM (highest dose often 46.1 µM), inactives show at the highest dose growth rescue (activation), most hits filed as activators; 410,000 compounds, 1.8% hits; TDP-43 expressing yeast growth rescue, BacTiter-Glo, 24 h; further: potency means the concentration at half of the fitted maximal effect; % of control where 0% means no effect; nearly all actives have a fitted effect of over 50% in size
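Galactose-induced TDP-43 yeast, OD600=0.02, compound pinned; 24 hr, 30 deg C; BacTiter-Glo luminescence for growth. Inhibitors of TDP-43 toxicity read as activators.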
pAkt inh: inhibitors of Akt phosphorylation | Neuro2A IGF-stimulated pAkt S473 HTRF, 20 min; hits give low values | activity change, % for hits at 50 µM | 360,000 compounds, 0.32% hits | AID 651550; in the data active means activity change below about -80%; inconclusive means mostly about -51% to -80%; further: on the % scale 0 is the no-effect control and ±100 the full control effect
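Neuro2A cells (4,500/well, DMEM with 0.5% FBS) were treated with compound at a single 50 µM final concentration, stimulated with 6 nM IGF for 20 min at 37 °C, and lysed. Phospho-Akt Ser473 was read by HTRF as 665/615 ratio ×10^4.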
GLP1R inv ag: inverse agonists of human GLP-1 receptor. AID 624417. P43220. Potency, µM (top dose mostly 38.3 µM), without a hit: at the highest dose activity change, negative = inhibition, actives largely listed as inhibitors. 410,000 compounds, 1.6% hits. HEK293 GLP-1R CRE-luciferase, luminescence, 24 h; GLP-1R form is constitutively active; further: potency means the concentration at half of the fitted maximal effect; on the % scale 0 is the no-effect control and ±100 the full control effect; nearly all actives have a fitted effect of over 55% in size
Target sequence (P43220 whole entry, looked up): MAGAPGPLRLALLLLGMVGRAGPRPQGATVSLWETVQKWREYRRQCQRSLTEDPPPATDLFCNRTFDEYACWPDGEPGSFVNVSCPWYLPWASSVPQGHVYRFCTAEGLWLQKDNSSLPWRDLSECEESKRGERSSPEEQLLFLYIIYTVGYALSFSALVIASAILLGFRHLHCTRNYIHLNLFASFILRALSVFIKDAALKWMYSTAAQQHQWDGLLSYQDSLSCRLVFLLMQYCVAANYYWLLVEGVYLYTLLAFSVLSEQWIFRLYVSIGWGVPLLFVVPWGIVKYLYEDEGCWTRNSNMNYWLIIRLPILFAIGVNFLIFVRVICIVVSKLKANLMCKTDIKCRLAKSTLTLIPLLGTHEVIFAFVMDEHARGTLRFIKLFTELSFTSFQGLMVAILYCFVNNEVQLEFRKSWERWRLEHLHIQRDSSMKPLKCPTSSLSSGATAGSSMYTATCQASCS
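Assay principle: reduced luminescence from a cAMP-responsive reporter in HEK293 cells co-expressing a constitutively active GLP-1R. Conditions: 24 hr compound incubation, 37 deg C, 5% CO2.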
Abeta yeast res: restores growth of yeast expressing A-beta42 peptide | yeast expressing A-beta42, growth rescue, OD600, 48 h; response scale: 0% DMSO, 100% iron-clioquinol control | Potency, µM (doses to about 46.1 µM), for inactives: at the highest dose growth rescue, most hits filed as activators | 410,000 compounds, 0.063% hits | AID 1347071; further: potency means the concentration at half of the fitted maximal effect; nearly all actives have a fitted effect of over 55% in size
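Yeast growth medium received pinned compounds, then yeast cells expressing toxic A-beta were added; plates incubated at 30 C for 48 hr. Growth read as absorbance at 600 nm, normalized to DMSO and equimolar FeCl3 plus clioquinol controls.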
PTHR1 ag: PTHR1 (human) receptor agonism. Q03431. Potency, µM (top dose mostly 115 µM), without a hit: at the highest dose activation, most hits filed as activators. HEK293 GP2 PTHR1 cells, GloSensor cAMP luminescence, 1 h. 410,000 compounds, 0.075% hits; further: potency means the concentration at half of the fitted maximal effect; nearly all actives have a fitted effect of over 55% in size; some results filed as inactive show a strong effect at the top dose; inactives centre near -15; many of its hits are not listed in these tables
Target sequence (Q03431 whole entry, looked up): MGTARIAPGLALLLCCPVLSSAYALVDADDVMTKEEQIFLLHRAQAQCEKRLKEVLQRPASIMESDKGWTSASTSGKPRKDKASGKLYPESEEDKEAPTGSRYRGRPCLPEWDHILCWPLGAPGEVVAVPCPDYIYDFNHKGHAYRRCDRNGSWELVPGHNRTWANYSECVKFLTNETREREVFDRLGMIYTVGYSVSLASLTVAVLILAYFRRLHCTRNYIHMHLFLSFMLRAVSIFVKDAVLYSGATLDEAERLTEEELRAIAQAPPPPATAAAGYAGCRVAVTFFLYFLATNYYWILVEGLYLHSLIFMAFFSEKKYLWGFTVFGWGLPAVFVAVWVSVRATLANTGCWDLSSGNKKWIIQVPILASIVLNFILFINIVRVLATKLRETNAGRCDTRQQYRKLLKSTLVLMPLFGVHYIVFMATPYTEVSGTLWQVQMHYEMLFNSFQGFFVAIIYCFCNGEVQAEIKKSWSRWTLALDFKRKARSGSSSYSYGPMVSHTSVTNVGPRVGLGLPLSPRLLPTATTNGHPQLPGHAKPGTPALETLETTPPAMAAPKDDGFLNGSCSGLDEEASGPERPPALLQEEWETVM
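HEK-293-derived GP2 cells expressing PTHR1 and a GloSensor cAMP reporter, 3,000/well, plated overnight, given luciferin plus IBMX (each 0.5 mM as added) for 1 h at 37 °C, then compound for 1 h at 37 °C. Luminescence was read after 15 min at room temperature.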
aSyn rescue: alpha-synuclein toxicity inhibition in yeast | Yeast expressing alpha-synuclein, growth rescue, BacTiter-Glo, 24 h | Potency, µM (top dose mostly 46.1 µM), for the others: top-dose growth rescue (activation), usual class: activators | 370,000 compounds, 0.14% hits; further: potency means the concentration at half of the fitted maximal effect; % of control where 0% means no effect; nearly all actives have a fitted effect of over 65% in size
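Galactose-induced alpha-syn yeast (OD600=0.02, raffinose-pregrown) + pinned cpd, 24 hr, 30 deg C; growth by BacTiter-Glo luminescence. Growth restoration scores as activation.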
An asterisk follows results filed as active; i = inactive; ? = inconclusive; . = no result given; [ ] = dose if it differs, or a comment. Unless noted, the call rests on the fitted dose curve; in most records, active means well fitted curve in the direction sought with a large enough effect; inconclusive means small, poorly fitted or top-dose-only effect, or another doubt; inactive means no such curve, though single readings can be large; an effect the other way counts as inactive or inconclusive.

SMILES	Mm-Cpn inhibitor	HEK293 tox	FUS yeast rescue	TDP43 rescue	pAkt inh	GLP1R inv ag	Abeta yeast res	PTHR1 ag	aSyn rescue
CCOc1ccccc1CNC(=O)CC(C)n1ccc(C)n1 (configuration not stated)	.	-21%	-5%	13%	.	20%	-21%	-14%	.
CC(C)(C)c1ccc(OCC(=O)NCC2(N3CCOCC3)CCCCC2)cc1	.	-1%	0%	-26%	.	?	-8%	-87%[inhibitor]	.
COc1ccc(CC(C)CC(=O)Nc2ccc(OC)cc2)cc1 (configuration not stated)	-1%	1%	6%	11%	i	?	-6%	i	-1%
N#CC1(NC(=O)COC(=O)/C=C/c2ccc3ccccc3n2)CCCCC1	1%	0%	22%	2%	i	2%	-14%	-13%	0%
COc1ccc(NC(=O)CSc2ncc3c(n2)-c2ccccc2N(C)S3(=O)=O)cc1Cl	.	-27%	1%	22%	.	?	-17%	-25%	.
CC(C)(C(N)=O)N1CCN(c2ncc(C(F)(F)F)cc2Cl)CC1	0%	-1%	-13%	7%	i	-30%	-4%	-16%[57.5 µM]	-9%
CC1=C(C#N)C(=O)NC(C)(C)C1	1%	6%	4%	-6%	i	-7%	-10%	2%[57.5 µM]	-1%
O=C(Nn1cnnc1)c1cc(Br)ccc1Cl	1%	0%	-18%	21%	i	5%	10%	-25%	-2%
COc1ccc(C2=CC3=C(Br)C(=O)C(C)(OC(=O)c4ccco4)C(=O)C3=CO2)cc1 (configuration not stated)	-2%	-41%	1%	?	i	8%	-85%[inhibitor]	i	-65%[inhibitor]
COc1ccc(OC)c(NC(=O)Cn2c(CCC(=O)O)ccc2-c2ccc(C)cc2)c1	6%	-1%	?	-27%[1.82 µM]	i	2%	13%	i	3%
C=CCOc1ccc(C2N3CC4(C)CN2CC(CCC)(C3)C4=O)cc1 (configuration not stated)	-1%	5%	-5%	9%	i	?	22%	i	10%
Cc1cccc(-n2c(C)nc3cc(C(=O)NCCN4CCOCC4)ccc32)c1	.	2%	-9%	14%	i	8%	-2%	i	5%
O=C(OCc1ccc([N+](=O)[O-])cc1)C1CC(=O)N(CCc2ccccc2)C1 (configuration not stated)	2%	-1%	14%	16%	i	15%	8%	i	-3%
Cc1cc(N)n(-c2ccccn2)n1	0%	-8%	1%	12%	i	-26%	8%	i	1%
c1csc(CN2CCOCC2)c1	0%	1%	?	-26%	.	0%	-21%	11%[57.5 µM]	-1%
O=C(O)CCC(=O)c1c[nH]c2ccccc12	-1%	5%	17%	-10%	i	7%	-1%	-9%[57.5 µM]	0%
Nc1nc(-c2ccccn2)nc(N)c1Cc1ccccc1F	2%	?	12%	-22%	i	6%	2%	-18%	-3%
CCN1CCCC1CNC(=O)c1cc2c(C)nc3ccccc3c2o1 (configuration not stated)	-3%	-13%	.	-6%	i	-20%	20%	0%	-4%
COC(=O)c1ccccc1NC(=O)Nc1cccc(OCc2cc(=O)n3cccc(C)c3n2)c1	.	2%	-6%	-7%	.	-12%	-23%	?	.
CCOC(=O)c1ccc(Oc2cc(C)nc(Cl)n2)cc1	-1%	27%	6%	7%	i	10%	-17%	-1%	2%
CCCSCCCNC(=O)c1ccc(Cn2c(=O)c3cccn3c3cccnc32)cc1	.	4%	-18%	0%	.	14%	10%	-13%	.
Cc1ccc(S(=O)(=O)N2CCOCC2)cc1C(=O)Nc1ccccn1	0%	17%	-27%	22%	i	-2%	8%[9.22 µM]	-18%	7%
CCCCCCCCNC1=CC(=O)CC(C)(C)C1	1%	-2%	3%	-29%	i	?	-3%	i	2%
NC(=O)CC1Nc2cccc3cccc(c23)NC1=O (configuration not stated)	-4%	6%	.	9%	i	0%	3%	i	-6%
CCOc1cc(C(=O)NCc2ccc(F)cc2)ccc1OCC(=O)N1CCCCC1	2%	-11%	21%	8%	i	1%	-9%	-23%	-1%[1.84 µM]
O=C(O)[C@@H]1CCCN1C(=O)CCc1c[nH]c2ccccc12	2%	-2%	-8%	-10%	i	-1%	-7%	i	2%
Cc1ccc(SCC(=O)OCC(=O)N(C)CC(=O)Nc2ccc(F)cc2)cc1	4%	3%	12%	-25%	i	60%[activator]	5%	-16%	0%
CCOC(=S)N/C(=N\S(=O)(=O)c1ccc(C)cc1)c1ccccc1	1%	1%	11%	-13%	i	2%	6%	-16%[57.5 µM]	-40%[inhibitor]
CCc1ccc(NC(=O)CCc2nnc3ccc(N4CCC5(CC4)OCCO5)nn23)cc1	0%	-2%	22%	-2%	i	35%[activator]	8%	i	-9%
O=C(COC(=O)c1c(F)cccc1Cl)NC1CCCCC1	2%	-5%	-3%	22%	i	-11%	5%	-20%	17%
CCn1c(SCc2ccccc2Cl)nc2ccccc21	1%	68%[activator]	3%	-10%	i	?	?	i	0%
O=C(CNC(=O)c1ccc(Cl)cc1)OCCCOC(=O)CNC(=O)c1ccc(Cl)cc1	-3%	9%	.	13%	i	12%	2%	-24%	0%
CN(Cc1cn(C)nc1-c1ccc(Oc2ccccc2)cc1)CC1COCCO1 (configuration not stated)	3%	4%	1%	6%	i	?	0%	i	7%
Cc1nc2ccc(C(=O)N3c4ccccc4N=C(c4ccc(C(F)(F)F)cc4)C3C(=O)NC(C)(C)C)cc2[nH]1 (configuration not stated)	.	3%	19%	0%	i	12%	-1%	-18%	4%
O=C(/C=C/c1ccc(Cl)cc1)NCCN1CCOCC1	1%	-12%	23%	20%	-95%*	-16%	8%	-12%	4%
Cc1ccc(NC(=O)CSc2nc3c([nH]c4ccccc43)c(=O)n2-c2ccccc2)cc1Cl	.	0%	14%	-7%	.	9%	-5%	-19%	.
Cc1cc(C)c(NC(=O)CCc2c(C)noc2C)c(C)c1	0%	-12%	.	8%	i	2%	-4%	i	-1%
c1ccc2[nH]c(CSc3nc4ccccc4o3)nc2c1	0%	5%	-9%	-18%	i	-16%	18%	-24%[57.5 µM]	-10%
COc1ccccc1NC(c1cccnc1)c1ccc2cccnc2c1O (configuration not stated)	-2%	4%	.	-4%	i	43%[activator]	25%	i	9%
CCN(CC)CCNC(=O)c1ccc(CS(=O)(=O)c2ccccc2C)o1	1%	-7%	-8%	-1%	i	-10%	-9%	1%	6%
CC(C)Oc1ccc(S(=O)(=O)N2CCCCC2)cc1NC(=O)CC1OC(=O)c2ccccc21 (configuration not stated)	-2%	-18%	43%	-35%	i	0%	3%	i	-1%
O=C(COc1ccccc1)N1CCN=C1SCc1cccnc1	-1%	-25%	7%	-10%	i	?	-17%	-7%[57.5 µM]	-1%
CCOC(=O)Cn1cc(C(=O)OC)c2ccccc21	-3%	-1%	-4%	?	i	5%	25%	i	2%
Cc1c(Cl)c(C(=O)N2CCCC2)nn1C	0%	-2%	.	-2%	i	10%	0%	i	1%
CCN(CC)c1ccc2cc(-c3nnc(-c4cccc(Cl)c4)o3)c(=O)oc2c1	.	166%[activator]	-2%	18%	.	8%	-23%	-21%	.

Nothing new here: an excerpt of the list.
SMILES	Mm-Cpn inhibitor	HEK293 tox	FUS yeast rescue	TDP43 rescue	pAkt inh	GLP1R inv ag	Abeta yeast res	PTHR1 ag	aSyn rescue
CCOC(=O)Cn1cc(C(=O)OC)c2ccccc21	-3%	-1%	-4%	?	i	5%	25%	i	2%
Cc1c(Cl)c(C(=O)N2CCCC2)nn1C	0%	-2%	.	-2%	i	10%	0%	i	1%
CCN(CC)c1ccc2cc(-c3nnc(-c4cccc(Cl)c4)o3)c(=O)oc2c1	.	166%[activator]	-2%	18%	.	8%	-23%	-21%	.

Next structures:
SMILES	Mm-Cpn inhibitor	HEK293 tox	FUS yeast rescue	TDP43 rescue	pAkt inh	GLP1R inv ag	Abeta yeast res	PTHR1 ag	aSyn rescue
CC1Cc2ccccc2N1CC(=O)NCc1ccccc1Cl (configuration not stated)	0%	7%	6%	19%	i	?	-1%	i	8%
O=C(Oc1ccc(C(=S)N2CCCCC2)cc1)c1ccccc1	1%	0%	9%	-3%	i	19%	14%	i	9%
COc1ccc(NC(=O)CN(c2ccccc2C)S(C)(=O)=O)c(OC)c1	0%	2%	13%	7%	i	20%	9%	-27%	6%
O=C(Cc1ccccc1)Nc1ccccc1N1CCN(c2ccccc2)CC1	-2%	1%	?	2%	i	-2%	21%	i	-16%
CC(=O)Nc1ccc(NC(=O)CSc2nnc(-c3cc(C)[nH]n3)n2N)cc1	1%	0%	-7%	-18%	i	9%	-9%	i	-7%
CCN(CC)CCn1c2c(c(SCC(=O)Nc3ccccc3Cl)nc1=O)CCC2	0%	10%	13%	15%	i	?	0%	-13%	-2%
O=C(Nc1ccccc1Cl)c1ccc(S(=O)(=O)NCC2CCCO2)cc1 (configuration not stated)	-1%	-8%	-14%	-1%	i	17%	5%	-11%	12%
O=S(=O)(Nc1cc(Cl)ccc1-n1cncn1)c1cc(Br)ccc1Br	-2%	0%	12%	17%	i	?	-17%	-26%	-12%
O=C(Cc1ccsc1)OCC(=O)c1ccccc1	0%	-4%	-14%	0%	i	1%	0%	-9%	-8%
COc1cc(C=O)ccc1OCCOCCOc1cc(C)ccc1Cl	-2%	-2%	8%	5%	i	?	-5%	-28%	24%
CCc1ccc2nc3nc(C)cc(C)c3c(N)c2c1	-2%	.	7%	11%	i	?	13%	-10%[57.5 µM]	-9%
C=CCNC(=S)NNC(=O)c1ccc(OCC)cc1	-2%	-9%	.	-22%	i	2%	-9%	4%	7%

From PubChem

Only part of the results is shown. The share of hits here may be higher or lower than overall.
